KCNK3 block: human KCNK3 channel inhibitors, primary screen, CHO cells, FluxOR thallium flux, B-score | Potassium channel subfamily K member 3 (Homo sapiens), O14649 | FluxOR fluorescence; active compounds read low | B-score at 10 µM | hit rate 0.84% among 340,000 | AID 602410, 2012;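 active = B-score under library mean minus 4 SD, starting fluorescence ratio at most library mean plus 5 SD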;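 also: more negative B-score means stronger inhibition of thallium flux through KCNK3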
Target sequence (O14649 whole entry, looked up): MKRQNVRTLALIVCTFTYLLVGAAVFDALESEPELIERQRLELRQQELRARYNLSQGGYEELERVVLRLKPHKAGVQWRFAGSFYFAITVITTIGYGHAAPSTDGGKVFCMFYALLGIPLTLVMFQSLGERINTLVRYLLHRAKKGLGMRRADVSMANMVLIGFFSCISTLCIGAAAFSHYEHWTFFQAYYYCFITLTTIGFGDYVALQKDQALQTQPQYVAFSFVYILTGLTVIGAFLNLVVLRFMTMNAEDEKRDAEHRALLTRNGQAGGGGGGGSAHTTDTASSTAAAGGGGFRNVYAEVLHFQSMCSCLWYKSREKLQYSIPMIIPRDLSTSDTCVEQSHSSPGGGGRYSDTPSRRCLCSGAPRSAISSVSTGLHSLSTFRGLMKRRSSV
HDAC3 inhib: HDAC3 deacetylase inhibitors, primary screen, biochemical, fluorescence, cell-free homogeneous | Histone deacetylase 3 (Homo sapiens), O15379 | recombinant HDAC3, fluorogenic peptide/trypsin coupled | inhibition, % at 8.3 µM | hit rate 0.15% among 320,000; in the data active = inhibition above about 26%, passing the limit was not always enough
TRPC4 agonist: activators of mouse TRPC4 channel, primary screen, Fluo4 calcium, HEK293 TRPC4beta/mu-opioid cells. Short transient receptor potential channel 4 (Mus musculus), Q9QUQ5. Fluo4 calcium fluorescence; active compounds read high. B-score at 10 µM. hit rate 0.49% among 310,000. AID 2237, 2010;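 active = B-score above 5 SD of library B-scores, and initial fluorescence ratio not above library mean plus 5 SD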;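 also: positive B-score marks a calcium rise read as TRPC4 activation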
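Test system: HEK293 cells stably co-expressing mouse TRPC4beta and mu-opioid receptor | Schedule: Fluo4 dye loading 45 min at room temperature, 110 s recording | Measured by: Kinetic Fluo4 calcium fluorescence, 5 s baseline at 1 Hz | Evaluation: B score of integrated ratio | Controls: Buffer (low) and maximal DAMGO (high)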
TRPC4 potent: positive allosteric modulators of TRPC4, primary screen, cell-based, mouse TRPC4beta, HEK293 mu-opioid, Fluo-4 calcium | Short transient receptor potential channel 4 (Mus musculus), Q9QUQ5 | DAMGO EC20, Fluo-4 Ca2+ flux; active compounds read high | B-score at 10 µM | hit rate 0.42% among 310,000 | AID 2227, 2009;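 active = B-score of calcium response area above 5 SD of library B-scores, with initial fluorescence ratio within 5 SD of library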;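 also: B-score of integrated fluorescence ratio over time as area under calcium response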
TMEM16A act: TMEM16A chloride channel activators or potentiators, primary screen, cell-based, HTS. B-score at 10 µM. hit rate 0.3% among 340,000. Anoctamin-1 (Mus musculus), Q8BHY3. HEK293 TMEM16A/YFP-H148Q/I152L, iodide quench fluorescence; active compounds read low;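 active = fluorescence-ratio B-score plate-corrected deviation score at least 3 library SD below zero, with starting fluorescence score within 5 deviations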;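 also: channel opened by trigger with iodide after compound preincubation; score built on the fluorescence ratio of max minus min over baseline; more negative score means more quench and so TMEM16A activation or potentiation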
KCNQ1 block: inhibitors of human KCNQ1 channel, primary screen, cell-based, thallium flux, high-throughput | Potassium voltage-gated channel subfamily KQT member 1 (Homo sapiens), P51787 | CHO-K1 KCNQ1, FluxOR thallium flux fluorescence; active compounds read high | B-score at 10 µM | hit rate 1.3% among 310,000 | AID 2642, 2010;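 active = compounds whose thallium flux B-score, printed positive for inhibition, exceeds three library SD while starting fluorescence stays within three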;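 also: channel opened by potassium depolarization with thallium stimulus after 20 min compound exposure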
KCNQ1 pot: potentiators or activators of KCNQ1 channel, primary screen, cell-based, thallium flux, high-throughput | CHO-K1 KCNQ1, thallium flux FluxOR fluorescence; active compounds read high | B-score at 10 µM | hit rate 0.35% among 310,000 | AID 2648, 2010;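 active = fluorescence ratio B-score, a plate-corrected score, at least three library SD, with initial intensity B-score within 5 SD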
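assay system = CHO-K1 cells stably expressing KCNQ1 | medium = assay buffer, equal DMSO in all wells | timing = 37 °C overnight plating, 90-min dark dye load, 20-min compound pretreatment | measured by = kinetic FluxOR thallium fluorescence, 10-s 1-Hz baseline, 110-s post-stimulus read | measure = fluorescence change relative to baseline, converted to B score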
KCNK9 block: KCNK9 potassium channel inhibitors, primary screen, HEK293 cells, thallium flux. B-score at 10 µM. Potassium channel subfamily K member 9 (Homo sapiens), Q9NPC2. hit rate 1.2% among 310,000. FluxOR thallium flux fluorescence; active compounds read low;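 active = ratio B-score over 3 SD below the library mean, with starting fluorescence within 5 SD of its mean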;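 also: negative B-score means less thallium flux so channel inhibition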
Target sequence (Q9NPC2 whole entry, looked up): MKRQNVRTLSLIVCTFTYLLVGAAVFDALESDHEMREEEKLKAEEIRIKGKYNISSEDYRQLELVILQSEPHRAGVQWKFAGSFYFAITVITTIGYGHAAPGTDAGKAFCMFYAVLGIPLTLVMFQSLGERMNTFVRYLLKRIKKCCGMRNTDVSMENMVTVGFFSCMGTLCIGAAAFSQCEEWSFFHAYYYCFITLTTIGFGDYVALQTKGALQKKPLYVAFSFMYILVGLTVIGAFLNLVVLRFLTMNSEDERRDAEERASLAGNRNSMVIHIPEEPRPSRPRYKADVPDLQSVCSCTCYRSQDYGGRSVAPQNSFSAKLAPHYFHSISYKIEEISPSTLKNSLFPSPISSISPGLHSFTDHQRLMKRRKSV
hERG protect: hERG rescue from dofetilide block, primary screen, cell-based, CHO-hERG, FluxOR thallium flux, dofetilide IC70; Voltage-gated inwardly rectifying potassium channel KCNH2 (Homo sapiens), Q12809; dofetilide IC70 present; activation (rescue from dofetilide block), less the hit threshold, % at 10 µM; hit rate 0.51% among 310,000;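 active = activation above the mean of controls blocked by dofetilide plus 5 SD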;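 also: thallium influx through hERG after potassium depolarization seen as dye fluorescence rise; in these data hits start at about 4.7%; inactives centre near -7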
ANO1 block: TMEM16A chloride channel inhibitors, primary screen, cell-based, HTS. normalized B-score (activity score, 25-100; higher = stronger inhibition) at 10 µM. Anoctamin-1 (Mus musculus), Q8BHY3. HEK293 TMEM16A/YFP iodide influx fluorescence, ionomycin. hit rate 1.2% among 310,000;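 active = ratio plate-corrected score three or more library SD toward inhibition, starting fluorescence score within five deviations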;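 also: score derived from kinetic fluorescence span divided by baseline fluorescence per well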
Dyrk1A ADPGlo: rat Dyrk1A kinase inhibitors, primary screen, biochemical, single point, plate reader; Dual specificity tyrosine-phosphorylation-regulated kinase 1A (Rattus norvegicus), Q63470; hit rate 0.43% among 310,000; AID 504441, 2011; inhibition, % at 12.5 µM; ADP-Glo luminescence, NFATc1 peptide; in the data active = inhibition above about 50%;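 also: plate controls were vehicle with enzyme for no effect and no enzyme for full effect; many of its hits are not listed in these tables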
* hit, by the source's call; i = inactive; nt = no result given. A portion of the library; the hit share may differ from the screen's.

smiles	KCNK3 block	HDAC3 inhib	TRPC4 agonist	TRPC4 potent	TMEM16A act	KCNQ1 block	KCNQ1 pot	KCNK9 block	hERG protect	ANO1 block	Dyrk1A ADPGlo
CCOC(=O)NC(=O)/C(C#N)=C\c1ccccc1	i	9	i	i	i	i	i	i	-7	i	3
O=C(O)CSc1nnc(-c2ccc3c(c2)OCO3)n1-c1ccccc1	i	-10	i	i	i	i	i	i	-5	i	1
CC(=O)c1ccc(-n2nnnc2SCC(=O)N2CCN(C(=O)c3ccco3)CC2)cc1	i	6	i	i	i	i	i	i	-14	i	4
O=C(CSc1ncnc2c1nnn2Cc1ccccc1F)N1CCN(c2ccccc2)CC1	i	nt	i	i	i	i	i	i	-6	nt	-1
CCOCCc1nnc(NC(=O)CS(=O)(=O)Cc2ccccc2)s1	i	0	i	i	i	i	i	i	0	i	-4
O=C(CCc1ccccc1)Nc1nnc(-c2ccccn2)o1	i	nt	i	i	i	i	i	i	1	i	2
COc1ccc(Cc2nnc(SCC(=O)NCc3ccco3)o2)cc1	i	2	i	i	i	i	i	i	-11	i	1
CCN1CCN(Cc2ccc(NC(=O)c3ccc(C)c(NC(=O)c4cccc5[nH]ccc45)c3)cc2C(F)(F)F)CC1	i	-6	i	i	i	i	i	i	-8	i	8
CC(C)Cn1cc(C(=O)N2CCOCC2)c2c3ccccc3n(C)c2c1=O	i	-29	i	i	i	i	i	i	-11	i	-1
CCC(=O)NC(=S)Nc1ccc2oc(-c3ccc(OC)cc3)nc2c1	i	0	i	i	i	i	i	i	-9	i	0
CCOC(=O)c1oc2ccc(Br)cc2c1CSc1nnc(C)s1	i	-1	i	i	i	i	i	i	-8	i	1
Cn1c(SCC(=O)Nc2ccc3c(c2)OCCO3)nnc1-c1ccco1	i	2	i	i	i	i	i	i	-5	100*	2
CC1CCCCC1NC(=O)CSc1nncs1 (configuration not stated)	i	-4	i	i	i	i	i	i	-5	i	-8
Cc1cccc(NC(=O)CSc2nc(C)c(Cc3ccccc3)c(=O)[nH]2)c1	i	1	i	i	i	i	i	i	-7	i	-6
CCCc1cc(C(=O)N2CCCC(N3CCN(c4ccc(F)cc4)CC3)C2)no1 (configuration not stated)	i	0	i	i	i	i	i	i	-11	i	7
CCOc1ccc(Oc2c(/C=N/NC(=O)C3CC3)c(C)nn2-c2ccccc2)cc1	i	2	i	i	i	i	i	i	-4	i	-4
C=CCn1c(SCC(=O)OCC)nc2cc(C(=O)NCc3ccco3)ccc2c1=O	i	-7	i	i	i	i	i	i	-6	i	-5
FC(F)(F)c1cccc(NC(=S)NCCN2CCOCC2)c1	i	-18	i	i	i	i	i	i	-11	i	0
CCOc1cc(C(=S)N2CCOCC2)ccc1OS(=O)(=O)c1ccccc1[N+](=O)[O-]	i	4	i	i	i	i	i	i	-3	i	-79
Cn1c(SCc2cccc(Br)c2)nnc1-c1ccncc1	i	-4	i	i	i	i	i	i	-8	i	-2
CN1CCN(S(=O)(=O)c2cc([N+](=O)[O-])ccc2Cl)CC1	i	-18	i	i	i	i	i	i	-8	i	3
Cc1ccc(OCC(=O)N2CCN(C(=O)c3cccs3)CC2)cc1	i	-3	i	i	i	i	i	i	-7	i	0
CCOC(=O)Cn1c(=NC(=O)C(C)(C)C)sc2cc([N+](=O)[O-])ccc21	i	-4	i	i	i	i	i	i	-7	i	23
COc1ccc(-c2cc(C(=O)O)c3c(C)nn(-c4ccccn4)c3n2)cc1	nt	nt	i	i	nt	i	i	i	-4	i	nt
CCCC(=O)N1CCN(S(=O)(=O)c2cc(Cl)ccc2OC)CC1	i	-1	i	i	i	i	i	i	-8	i	2
COc1ccc(-c2cc3ccccc3n2CC(O)CNCCO)cc1 (configuration not stated)	i	-25	i	i	i	i	i	i	-7	i	0
COCc1[nH]nc2c1C(C1C=CCCC1)C(C#N)=C(N)O2 (configuration not stated)	i	1	i	i	i	i	i	i	-5	i	-7
CN(CCCNC(=O)c1nn(C)c2c1CS(=O)(=O)c1ccccc1-2)Cc1ccccc1	i	3	i	i	i	i	i	i	-7	i	nt
COc1cc(Cl)c(S(=O)(=O)n2cnc(C)c2)cc1Cl	i	-5	i	i	i	i	i	i	-7	i	1
Cc1noc(C)c1COc1cccc(C(=O)Nc2ccc3c(c2)OCO3)c1	i	2	i	i	i	i	i	i	-8	i	-5

A draw from above in order of molecular weight, ascending:
smiles	KCNK3 block	HDAC3 inhib	TRPC4 agonist	TRPC4 potent	TMEM16A act	KCNQ1 block	KCNQ1 pot	KCNK9 block	hERG protect	ANO1 block	Dyrk1A ADPGlo
CCOC(=O)NC(=O)/C(C#N)=C\c1ccccc1	i	9	i	i	i	i	i	i	-7	i	3
Cc1ccc(OCC(=O)N2CCN(C(=O)c3cccs3)CC2)cc1	i	-3	i	i	i	i	i	i	-7	i	0
CCC(=O)NC(=S)Nc1ccc2oc(-c3ccc(OC)cc3)nc2c1	i	0	i	i	i	i	i	i	-9	i	0
Cc1noc(C)c1COc1cccc(C(=O)Nc2ccc3c(c2)OCO3)c1	i	2	i	i	i	i	i	i	-8	i	-5
CCOCCc1nnc(NC(=O)CS(=O)(=O)Cc2ccccc2)s1	i	0	i	i	i	i	i	i	0	i	-4
CCOC(=O)c1oc2ccc(Br)cc2c1CSc1nnc(C)s1	i	-1	i	i	i	i	i	i	-8	i	1

Record cards, from the list above. Order of values: KCNK3 block	HDAC3 inhib	TRPC4 agonist	TRPC4 potent	TMEM16A act	KCNQ1 block	KCNQ1 pot	KCNK9 block	hERG protect	ANO1 block	Dyrk1A ADPGlo
Entry for CCOCCc1nnc(NC(=O)CS(=O)(=O)Cc2ccccc2)s1 = i	0	i	i	i	i	i	i	0	i	-4
Entry for CC(C)Cn1cc(C(=O)N2CCOCC2)c2c3ccccc3n(C)c2c1=O = i	-29	i	i	i	i	i	i	-11	i	-1

Next results
smiles	KCNK3 block	HDAC3 inhib	TRPC4 agonist	TRPC4 potent	TMEM16A act	KCNQ1 block	KCNQ1 pot	KCNK9 block	hERG protect	ANO1 block	Dyrk1A ADPGlo
O=C(O)Cc1ccc2ccc3ccccc3c2c1	i	2	i	i	i	i	i	i	-4	i	nt
Nc1c(N(CCO)C(=O)/C=C/c2ccco2)c(=O)[nH]c(=O)n1Cc1ccccc1	i	4	i	i	i	i	i	i	-5	i	-5
COc1ccc(NC(=O)c2cccc(N3C(=O)C4C5C=CC(C6CC56)C4C3=O)c2)c(OC)c1 (configuration not stated)	i	0	i	i	i	i	i	i	-4	i	7
COc1cc(/C=C/c2cc(OC(C)=O)c3ccccc3n2)c(OC(C)=O)c([N+](=O)[O-])c1	i	1	i	i	i	i	i	i	-17	i	-3
O=c1cc(CN2CCN(C/C=C/c3ccccc3)CC2)c2cc(O)c(-c3ccccc3)cc2o1	i	3	i	i	i	i	i	i	-10	i	0
COc1cc(C(=O)c2ccccc2Cl)c([N+](=O)[O-])cc1OC	i	3	i	i	i	i	i	i	-8	i	-3
O=C1CCCC(=O)C1CS(=O)(=O)c1ccccc1	i	-1	i	i	i	i	i	i	-5	i	0
Cn1ncc([N+](=O)[O-])c1C(=O)NC1CCCCC1	i	-1	i	i	i	i	i	i	-4	i	nt
O=C(COc1ccccc1)Nc1ncc2c(n1)CCCC2=O	i	-2	i	i	i	i	i	i	-1	i	-8
COc1ccc(Nc2nc3c(C)cccc3cc2C#N)c(OC)c1	i	-8	i	i	i	i	i	i	-11	i	-6
CSc1ccc(OC2CCN(Cc3ccccc3)CC2)cc1	i	1	i	i	i	i	i	i	-17	i	-6
Cc1cccc(-n2cnc(C(=O)NNC(=S)Nc3ccc(Cl)cc3)c2)n1	i	7	i	i	i	i	i	i	-17	i	-8
COc1ccc(C(CC(=O)O)NC(=O)c2ccco2)cc1OC (configuration not stated)	i	-6	i	i	i	i	i	i	-11	i	-5
O=C(Nc1c(C(=O)Nc2ccc3c(c2)OCCO3)cnn1-c1ccccc1Cl)c1ccco1	i	2	i	i	i	i	i	i	-15	i	0
COc1cccc(C(=O)Nc2nnc(C(C)C)s2)c1	i	-8	i	i	i	i	i	i	-2	i	42
CC(C)c1ccc(C(=O)N2CCN(c3cnn(C)c(=O)c3Cl)CC2)cc1	i	8	i	i	i	i	i	i	-18	i	2
CC1CCCC(C)N1C(=O)COC(=O)Cc1c[nH]c2ccccc12 (configuration not stated)	i	-1	i	i	i	i	i	i	-14	i	-10
CC1CN(C2CCN(C(=O)c3ccccc3)CC2)CC(C)O1 (configuration not stated)	i	-1	i	i	i	i	i	i	-6	i	nt
CN1N=C2c3ccccc3CCCC2C1c1ccc(F)cc1 (configuration not stated)	i	-3	i	i	i	i	i	i	-10	i	13
O=C(NNC(=O)C1CCCO1)c1ccccc1Cl (configuration not stated)	i	-2	i	i	i	i	i	i	-7	i	5
Cc1c(C(=O)O)nnn1-c1ccccc1	i	-1	i	i	i	i	i	i	-6	i	-1
CC(C)C(=O)N1N=C2CCCCC2C1(O)C(F)(F)F (configuration not stated)	i	nt	i	i	i	i	i	i	-9	i	3
